NPSR antagonist: blocks cAMP signaling of the human neuropeptide S receptor | CHO-NPSR cells, cAMP TR-FRET, antagonist mode | hit rate 1% among 220,000 | AID 1461 | Q6W5P4 | Potency, µM (highest dose often 38.3 µM), inactives show top-dose activity change, negative = inhibition, actives largely listed as inhibitors; note: potency is the fitted concentration of half-maximal effect; % is set by controls: 0 for no effect and ±100 for the full control effect; nearly all actives have a fitted effect of over 50% in size; many of its hits are not listed in these tables
TR SRC2 fluor cs: alters Texas Red total fluorescence, flagging assay interference; hit rate 0.29% among 280,000; Potency, µM (doses to about 106 µM), for inactives: top-dose fluorescence change, negative = quenching; TRb/SRC2 Texas Red total fluorescence interference; AID 1479; active = well fitted curve in either direction with a large enough effect; inconclusive = small, poorly fitted or top-dose-only effect; note: potency is the fitted concentration of half-maximal effect; % is set by controls: 0 for no effect and ±100 for the full control effect
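Human TRb ligand-binding domain at 0.6 uM with 20 nM Texas Red SRC2 peptide in Tris buffer containing 1 uM T3 and 5% DMSO, incubated with compound 5 h at ambient temperature. Total fluorescence (555/632 nm) calculated as parallel + 2 × perpendicular.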
Tau fluor cs: counter-screen for tau fibril formation inhibitors. tau K18 P301L (four-repeat tau fragment) Alexa594 fluorescence, heparin fibrillization. Potency, µM (doses to about 57.7 µM), without a hit: at the highest dose activity change, negative = decrease. hit rate 0.93% among 280,000; note: potency is the fitted concentration of half-maximal effect; % is set by controls: 0 for no effect and ±100 for the full control effect; nearly all actives have a fitted effect of over 55% in size
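Human K18 P301L tau (15 uM unlabeled plus 0.24 uM Alexa 594-labeled, final) in 100 mM sodium acetate pH 7 was mixed with compound and 20 uM heparin and incubated 6 hr at 37 C.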
Epigenetic derep: regulators of epigenetic silencing causing reporter derepression in mouse cells. murine LDR cells, GFP reporter derepression, 30 h. Potency, µM (doses to about 53.9 µM), for inactives: at the top dose GFP activation, actives largely listed as activators. hit rate 0.2% among 280,000. AID 1865; note: potency is the fitted concentration of half-maximal effect; % of control where 0% means no effect; nearly all actives have a fitted effect of over 60% in size
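In this reporter-derepression format, murine cells bearing a silenced integrated CMV-GFP locus incubate with test compound (30 h, 37 C), then are washed and imaged; fluorescent objects of 20–120 um count as induced cells.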
Tau fibril FP: blocks human tau fibril formation measured by polarization; P10636; K18 P301L tau heparin fibrillization, Alexa594 FP, 6 h; Potency, µM (series often up to 57.7 µM), for the others: at the top dose activity, negative = inhibition, hits mostly inhibitors; hit rate 0.39% among 280,000; note: potency is the fitted concentration of half-maximal effect; % is set by controls: 0 for no effect and ±100 for the full control effect; nearly all actives have a fitted effect of over 55% in size
Target sequence (P10636 561-689 P618L limits assumed): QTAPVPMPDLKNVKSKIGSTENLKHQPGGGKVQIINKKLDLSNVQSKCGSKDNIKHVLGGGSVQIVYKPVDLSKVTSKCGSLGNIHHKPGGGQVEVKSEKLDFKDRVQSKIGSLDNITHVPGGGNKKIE
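Steps: dispense K18 P301L tau (15 uM plus 0.24 uM Alexa 594 tracer, final) in pH 7 sodium acetate; add compound; add heparin (20 uM final); incubate 6 hr, 37 C; add ThT (30 uM final); after 1 hr ambient, read FP.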
TRb SRC2 PPI: inhibitors of human thyroid hormone receptor beta-SRC2 interaction; AID 1469; hit rate 0.065% among 280,000; P10828; Potency, µM (titrated, usually from 106 µM), inactives show at the top dose activity change, negative = inhibition, hits mostly inhibitors; TRbeta-SRC2 peptide binding, fluorescence polarization; receptor liganded with 1 µM T3;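 note: potency is the fitted concentration of half-maximal effect; plate controls were bound peptide for no effect and peptide without receptor for full effect; nearly all actives have a fitted effect of over 50% in size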
Target sequence (P10828 whole entry, looked up): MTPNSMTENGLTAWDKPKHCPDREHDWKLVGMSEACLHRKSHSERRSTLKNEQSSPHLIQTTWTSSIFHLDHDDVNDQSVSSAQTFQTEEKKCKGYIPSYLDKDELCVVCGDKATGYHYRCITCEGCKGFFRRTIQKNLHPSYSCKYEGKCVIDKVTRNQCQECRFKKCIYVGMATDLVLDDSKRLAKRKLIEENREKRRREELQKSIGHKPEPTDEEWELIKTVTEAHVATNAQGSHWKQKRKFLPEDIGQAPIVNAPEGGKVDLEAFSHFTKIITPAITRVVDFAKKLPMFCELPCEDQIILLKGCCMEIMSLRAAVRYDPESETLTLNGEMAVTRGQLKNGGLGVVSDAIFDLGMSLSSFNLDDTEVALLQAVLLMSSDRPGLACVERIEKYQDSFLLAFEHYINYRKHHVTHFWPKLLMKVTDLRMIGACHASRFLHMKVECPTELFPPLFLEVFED
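Fluorescence polarization of 20 nM Texas Red SRC2 peptide with 0.6 uM human TRb ligand-binding domain, in Tris buffer with 1uM T3 and 5% DMSO. Incubated 5 hr ambient; normalized to unbound and bound controls.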
GLA spleen mod: inhibits or activates alpha-galactosidase in human spleen homogenate. P06280. human spleen homogenate, 4MU-alpha-Gal fluorescence, 40 min. Potency, µM (titrated, usually from 80 µM), inactives show top-dose activity change, negative = inhibition, hits mostly inhibitors. hit rate 0.008% among 240,000;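 note: potency is the fitted concentration of half-maximal effect; 0% = enzyme with vehicle and -100% = no enzyme basal signal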
Target sequence (P06280 32-429 limits assumed): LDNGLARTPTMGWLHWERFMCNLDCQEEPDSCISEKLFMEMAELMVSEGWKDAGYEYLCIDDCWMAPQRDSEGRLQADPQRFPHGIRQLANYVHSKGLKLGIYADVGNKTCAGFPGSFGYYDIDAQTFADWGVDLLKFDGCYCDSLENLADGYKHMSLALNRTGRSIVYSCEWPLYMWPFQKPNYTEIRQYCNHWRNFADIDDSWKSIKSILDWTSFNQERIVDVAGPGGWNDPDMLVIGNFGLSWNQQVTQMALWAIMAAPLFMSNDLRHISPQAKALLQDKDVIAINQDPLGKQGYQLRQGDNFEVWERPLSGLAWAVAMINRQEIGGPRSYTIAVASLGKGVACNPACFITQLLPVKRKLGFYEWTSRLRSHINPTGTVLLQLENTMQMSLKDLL
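Inhibition or activation of alpha-galactosidase in human spleen homogenate is scored by 4-MU fluorescence after 40 min at 37C, pH 5.0, with 1 mM substrate. AC50s come from concentration-response fitted to the Hill equation.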
CBFb-RUNX1 inh: inhibitors of human CBF-beta and RUNX1 interaction; Q01196+Q13951; 230,000 tested, under 10 active; Potency, µM (highest dose often 59.8 µM), for inactives: at the top dose activity, negative = inhibition, hits mostly inhibitors; AlphaScreen CBFb-His/RUNX1-biotin binding, biochemical; note: % of control where 0% means no effect
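Interaction loss through any mechanism counts as activity. Pre-formed complex of His-CBF-beta and biotin-RUNX1 (30 nM apiece) is incubated with compound 15 min, then with 50 ng nickel and 50 ng streptavidin beads for 90 min before AlphaScreen detection.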
An asterisk follows results filed as active; [ ] = dose if it differs, or a comment. Unless noted, calls come from the whole dose curve; as a rule, active = well fitted curve in the direction sought with a large enough effect; inconclusive = small, poorly fitted or top-dose-only effect, or another doubt; inactive = no such curve, though single readings can be large; an effect the other way counts as inactive or inconclusive.

Screening CCn1c(=O)c2cc(C(=O)NCCCOC)sc2c2ccccc21 returned TR SRC2 fluor cs inconclusive, Tau fluor cs -15%, Epigenetic derep 0.0%, Tau fibril FP -2% and TRb SRC2 PPI -3%.
`COc1cccc(CNC(=O)CN2C(=O)CSc3c2c(C)nn3-c2ccccc2)c1OC` gave TR SRC2 fluor cs -4%, Tau fluor cs -2%, Epigenetic derep 0.0%, Tau fibril FP 3% and TRb SRC2 PPI 1%.
Screening O=C1CC(c2ccc(OCCCCCOc3ccc(C4CC(=O)NC4=O)cc3)cc2)C(=O)N1 (stereo not given) returned NPSR antagonist 13%, TR SRC2 fluor cs -3%, Tau fluor cs -12%, Epigenetic derep -4.0%, Tau fibril FP 1%, TRb SRC2 PPI 3%, GLA spleen mod 4% and CBFb-RUNX1 inh -7%.
For CCSc1ccccc1C(=O)N1CCN(c2ccccc2F)CC1 the results were NPSR antagonist -14%[46.1 µM], TR SRC2 fluor cs -2%, Tau fluor cs -5%, Epigenetic derep 0.0%, Tau fibril FP 5%, TRb SRC2 PPI 1%, GLA spleen mod 1% and CBFb-RUNX1 inh 0%.
For C#C[C@]1(O)CCC2C3CCC4=CC(=O)CCC4C3CC[C@@]21C (stereo not given in full) the results were TR SRC2 fluor cs -2%, Tau fluor cs -8%, Epigenetic derep -1.3%, Tau fibril FP -15%, TRb SRC2 PPI 2%, GLA spleen mod 21% and CBFb-RUNX1 inh 17%.
Screening OC1(c2ccccc2F)CCN(Cc2nnc(-c3ccccc3)o2)CC1 returned NPSR antagonist -9%[46.1 µM], TR SRC2 fluor cs -2%, Tau fluor cs 8%, Epigenetic derep 0.2%, Tau fibril FP 5%, TRb SRC2 PPI 6%, GLA spleen mod 3% and CBFb-RUNX1 inh 6%.
For O=C(C[n+]1ccccc1)Nc1ccc(Oc2ccccc2)cc1 the results were NPSR antagonist -11%, TR SRC2 fluor cs -4%, Tau fluor cs -13%, Epigenetic derep 1.1%, Tau fibril FP -1%, TRb SRC2 PPI -11%, GLA spleen mod -11% and CBFb-RUNX1 inh 4%.
`CC(C)[C@@H]1CC[C@@H](C)C[C@H]1OC(=O)C[n+]1cc(-c2ccc(Cl)cc2)n2c1CCCCC2` gave NPSR antagonist inconclusive, TR SRC2 fluor cs 2%, Tau fluor cs 8%, Epigenetic derep 3.7%, Tau fibril FP 6%, TRb SRC2 PPI -9%, GLA spleen mod 0% and CBFb-RUNX1 inh 4%.
`CC(C)(C)c1ccc(C(=O)Nc2c(C(=O)c3ccc(F)cc3)oc3ccccc23)cc1` gave TR SRC2 fluor cs -3%, Tau fluor cs -9%, Epigenetic derep -1.0%, Tau fibril FP inconclusive and TRb SRC2 PPI 3%.
`Cc1ccc(C(=O)NC(=S)NCc2ccco2)cc1` gave NPSR antagonist -34%, TR SRC2 fluor cs -7%, Tau fluor cs -9%, Epigenetic derep 0.2%, Tau fibril FP -8%, TRb SRC2 PPI -2%, GLA spleen mod 4% and CBFb-RUNX1 inh -4%.
CCc1ccc(C(N)=S)cc1 was read as NPSR antagonist -15%, TR SRC2 fluor cs -1%, Tau fluor cs -8%, Epigenetic derep 0.9%, Tau fibril FP 0%, TRb SRC2 PPI -1%, GLA spleen mod -27% and CBFb-RUNX1 inh 0%.
Screening CC(=O)c1c(C)[nH]c(C2=NNC(=NCc3ccccc3)SC2)c1C returned NPSR antagonist -32%, TR SRC2 fluor cs -1%, Tau fluor cs -29%, Epigenetic derep -1.1%, Tau fibril FP 1%, TRb SRC2 PPI -1%, GLA spleen mod 1% and CBFb-RUNX1 inh -10%.
`CCCC(CCC)=NNc1ccc(S(=O)(=O)Nc2ccccc2OC)cc1[N+](=O)[O-]` gave NPSR antagonist -38%, TR SRC2 fluor cs -2%, Tau fluor cs inconclusive, Epigenetic derep -1.0%, Tau fibril FP -5%, TRb SRC2 PPI 1%, GLA spleen mod 1% and CBFb-RUNX1 inh -2%.
Screening CCOC(=O)N1CCC(NC(=O)CN2C(=O)CSc3ncccc32)CC1 returned NPSR antagonist -2%[46.1 µM], TR SRC2 fluor cs 2%, Tau fluor cs -1%, Epigenetic derep -0.9%, Tau fibril FP -3%, TRb SRC2 PPI 15%, GLA spleen mod -3% and CBFb-RUNX1 inh 3%.
O=C(CNC(=O)c1ccccc1F)OCc1csc(-c2ccccc2)n1 was read as NPSR antagonist 8%, TR SRC2 fluor cs 0%, Tau fluor cs 0%, Epigenetic derep 0.0%, Tau fibril FP 3%, TRb SRC2 PPI -5%, GLA spleen mod 11% and CBFb-RUNX1 inh -2%.
CC(=O)N1C(=O)N(C(C)=O)C2C1N(C)C(=O)N2C(C)=O (stereo not given) was read as NPSR antagonist -28%, TR SRC2 fluor cs -1%, Tau fluor cs -6%, Epigenetic derep 0.1%, Tau fibril FP -1%, TRb SRC2 PPI -1%, GLA spleen mod 1% and CBFb-RUNX1 inh -1%.
`O=[N+]([O-])c1cc(S(=O)(=O)Nc2ccccc2)ccc1NCc1ccccc1` gave NPSR antagonist -4%, TR SRC2 fluor cs 3%, Tau fluor cs inconclusive, Epigenetic derep 1.1%, Tau fibril FP -1%, TRb SRC2 PPI 7%, GLA spleen mod 0% and CBFb-RUNX1 inh inconclusive.
For Cc1c2cnn(-c3ccccc3)c(=O)c2c(C)n1CC(=O)NCc1ccccc1Br the results were TR SRC2 fluor cs 0%, Tau fluor cs -8%, Epigenetic derep 0.9%, Tau fibril FP -2% and TRb SRC2 PPI 1%.
Screening O=C(NCCc1ccc(Cl)cc1)C1CCN(S(=O)(=O)c2cccs2)CC1 returned NPSR antagonist -15%[46.1 µM], TR SRC2 fluor cs -1%, Tau fluor cs -12%, Epigenetic derep -0.8%, Tau fibril FP 5%, TRb SRC2 PPI 3%, GLA spleen mod 6% and CBFb-RUNX1 inh 2%.
`CC(=O)N1CN(CCCn2ccnc2)Cc2c1sc1c2CCCC1` gave NPSR antagonist -12%[46.1 µM], TR SRC2 fluor cs 1%, Tau fluor cs -11%, Epigenetic derep -1.0%, Tau fibril FP -5%, TRb SRC2 PPI -13%, GLA spleen mod -9% and CBFb-RUNX1 inh -2%.
`Cc1ccc2onc(CC(=O)O)c2c1` gave NPSR antagonist 1%, TR SRC2 fluor cs 1%, Tau fluor cs 7%, Epigenetic derep 0.1%, Tau fibril FP 9%, TRb SRC2 PPI 2%, GLA spleen mod 1% and CBFb-RUNX1 inh 6%.
Screening O=C(Nc1cccc(Cl)c1)c1cc(-c2ccccc2)on1 returned TR SRC2 fluor cs -4%, Tau fluor cs -9%, Epigenetic derep -0.2%, Tau fibril FP -1% and TRb SRC2 PPI -2%.
`Cc1ccc(-n2nc(C)c(C3(O)C(=O)N(C(C)C)c4ccccc43)c2N)cc1` (stereo not given) gave NPSR antagonist 11%, TR SRC2 fluor cs -1%, Tau fluor cs 2%, Epigenetic derep -3.0%, Tau fibril FP -2%, TRb SRC2 PPI -10%, GLA spleen mod -13% and CBFb-RUNX1 inh -4%.
COC(=O)N(C)c1ccccc1C(=O)N1CCOCC1 was read as NPSR antagonist -1%[46.1 µM], TR SRC2 fluor cs -6%, Tau fluor cs 4%, Epigenetic derep -0.3%, Tau fibril FP -3%, TRb SRC2 PPI 0%, GLA spleen mod inconclusive and CBFb-RUNX1 inh 1%.
CCOC(=O)COc1cc(-n2c(=S)[nH]c3cc(OC)c(OC)cc3c2=O)c(Cl)cc1Cl was read as NPSR antagonist inconclusive, TR SRC2 fluor cs -4%, Tau fluor cs inconclusive, Epigenetic derep -1.3%, Tau fibril FP inconclusive, TRb SRC2 PPI -6%, GLA spleen mod 9% and CBFb-RUNX1 inh 8%.
Cc1ccc(S(=O)(=O)N2CCN(c3ccc(S(=O)(=O)N4CCOCC4)cn3)CC2)cc1 was read as NPSR antagonist 1%[46.1 µM], TR SRC2 fluor cs -3%, Tau fluor cs -2%, Epigenetic derep 2.1%, Tau fibril FP 3%, TRb SRC2 PPI -5%, GLA spleen mod 3% and CBFb-RUNX1 inh 1%.
CS(=O)(=O)N1CCN(Cc2ccc([N+](=O)[O-])cc2)CC1 was read as NPSR antagonist -5%, TR SRC2 fluor cs -1%, Tau fluor cs -4%, Epigenetic derep 0.0%, Tau fibril FP -1%, TRb SRC2 PPI 1%, GLA spleen mod 11% and CBFb-RUNX1 inh -8%.
Cc1ccc(S(=O)(=O)NCCSc2ncccn2)cc1 was read as NPSR antagonist -12%, TR SRC2 fluor cs -4%, Tau fluor cs 12%, Epigenetic derep 0.0%, Tau fibril FP 15%, TRb SRC2 PPI 3%, GLA spleen mod 3% and CBFb-RUNX1 inh 1%.
For COc1ccc(OC)c2c1CC(C)(C)NC2=O the results were NPSR antagonist 15%, TR SRC2 fluor cs -1%, Tau fluor cs -15%, Epigenetic derep 0.0%, Tau fibril FP -11%, TRb SRC2 PPI -2%, GLA spleen mod 3% and CBFb-RUNX1 inh 2%.
For O=C(COC(=O)c1ccc([N+](=O)[O-])o1)c1ccccc1 the results were NPSR antagonist 13%, TR SRC2 fluor cs 0%, Tau fluor cs 8%, Epigenetic derep -1.5%, Tau fibril FP -2%, TRb SRC2 PPI 3%, GLA spleen mod 2% and CBFb-RUNX1 inh 2%.
For CC(C)NC(=O)c1cc2c(s1)CCCC2 the results were NPSR antagonist -9%[46.1 µM], TR SRC2 fluor cs 2%, Tau fluor cs -9%, Epigenetic derep -1.0%, Tau fibril FP -1%, TRb SRC2 PPI 8%, GLA spleen mod -4% and CBFb-RUNX1 inh 4%.
Cc1csc(NC(=O)CSc2nnc(-c3cc(C)on3)o2)n1 was read as NPSR antagonist 4%, TR SRC2 fluor cs 0%, Tau fluor cs 0%, Epigenetic derep -0.9%, Tau fibril FP -2%, TRb SRC2 PPI -5%, GLA spleen mod -4% and CBFb-RUNX1 inh inconclusive.

Assay outcomes deposited in PubChem by National Center for Advancing Translational Sciences (NCATS).

This is a subset (hit frequency here may not be typical).
